# Screening data deposited in PubChem BioAssay by several laboratories.
# ABCG2 inh = blocks JC-1 efflux by human ABCG2 transporter; Q9UNQ0; IgMXP3 cells, flow cytometry; inhibition, % at 6.6 µM; 190,000 tested, 0.1% active; AID 1325;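 active = inhibition above 80%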;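 note: 0% = DMSO and 100% = nicardipine control wells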
#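 Test system: IgMXP3 (ABCG2) plus far-red-tagged CCRF-Adr (ABCB1) cells / Amount: 3 million cells/mL in well / Reagent: JC-1 transporter substrate / Timing: 10 min compound exposure, 25 °C / Signal: flow cytometry, 530 nm JC-1 signal / Read-out: percent efflux inhibition, scaled nicardipine 100% to DMSO 0% / Benchmarks: nicardipine as high control, DMSO as low control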
# Mcl-1 Bim block = disrupts Bim peptide binding to human Mcl-1. AID 1009. Q07820. 190,000 tested, 0.1% active. inhibition, % at 10 µM. Bead-based flow cytometry, Bim peptide-Mcl-1 binding; in the data active = inhibition above about 40%;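 note: 0% = no compound tracer wells and 100% = peptide blocker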
# Target sequence (Q07820 whole entry, looked up): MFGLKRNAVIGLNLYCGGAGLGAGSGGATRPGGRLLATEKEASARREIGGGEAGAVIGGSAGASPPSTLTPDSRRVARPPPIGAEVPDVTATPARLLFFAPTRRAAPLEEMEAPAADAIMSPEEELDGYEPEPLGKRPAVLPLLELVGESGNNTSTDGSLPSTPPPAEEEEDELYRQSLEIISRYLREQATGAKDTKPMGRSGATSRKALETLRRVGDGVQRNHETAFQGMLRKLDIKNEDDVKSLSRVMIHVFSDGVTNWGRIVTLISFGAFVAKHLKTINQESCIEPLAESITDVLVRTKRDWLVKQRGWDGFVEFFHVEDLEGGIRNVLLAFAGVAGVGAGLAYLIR
# Mcl1 Bid PPI = disrupts binding of human Mcl-1 to Bid peptide. Q07820. TR-FRET Mcl-1/Bid-Dy647 peptide binding, 1536-well. inhibition, % at 21.7 µM. 220,000 tested, 0.97% active;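 active = compounds that cut the binding signal by more than half at the single screening dose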;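 note: His-tagged Mcl-1 with europium anti-His antibody binding Bid BH3 peptide; 0% = Mcl-1 plus peptide wells and 100% = peptide-only wells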
# GSH bead fluor = GSH bead compound fluorescence profile; AID 1776; 190,000 tested, 0.25% active; GSH beads flow cytometry, compound fluorescence 488/530 nm; active compounds read high; fluorescence (KMESF) at 10 µM; in the data active = fluorescence above about 89;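 note: glutathione beads carrying GST-tagged Bcl family fusion proteins plus one bare bead set; values are compound well signal with DMSO vehicle wells as background; inactives centre near 16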
# RGS8-Gao = human RGS8-Galphao interaction regulation; P09471; multiplexed bead flow cytometry, RGS8-Galphao binding; actives lie on both sides; response (percent of control binding), % at 10 µM; 220,000 tested, 0.34% active; in the data active = response below about 60% or above about 140%; inactive = in between;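 note: Galphao activated as the GDP aluminium fluoride complex binding bead-coupled RGS8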
# Target sequence (P09471 whole entry, looked up): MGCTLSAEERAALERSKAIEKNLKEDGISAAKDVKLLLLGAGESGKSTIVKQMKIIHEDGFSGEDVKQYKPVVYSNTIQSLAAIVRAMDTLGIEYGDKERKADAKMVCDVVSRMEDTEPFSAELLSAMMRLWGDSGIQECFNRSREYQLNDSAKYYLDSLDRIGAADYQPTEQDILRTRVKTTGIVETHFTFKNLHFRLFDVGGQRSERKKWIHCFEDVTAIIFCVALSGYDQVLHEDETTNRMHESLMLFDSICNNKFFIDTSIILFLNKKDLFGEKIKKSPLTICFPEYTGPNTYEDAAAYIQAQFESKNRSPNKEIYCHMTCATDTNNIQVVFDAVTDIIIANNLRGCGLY
# Pf gametocyte = P. falciparum stage V gametocyte viability inhibition. P. falciparum stage V gametocytes, ATP luminescence, 24 h. inhibition, % at 10.9 µM. 150,000 tested, 0.065% active. AID 743093;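 active = inhibition above the mean plus 3 SD of compounds within the control limits, set per campaign, cut at about 38% in these data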;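 note: 0% = DMSO wells and 100% = medium only without gametocytes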
# Avidin fluor = compound fluoresces at 488/530 nm on avidin beads | compound fluorescence 488/530 nm, flow cytometry; active compounds read high | fluorescence (KMESF) at 10 µM | 220,000 tested, 0.38% active; in the data active = fluorescence above about 47; note: inactives centre near 10
# RGS7-Gao reg = human RGS7-Galphao interaction regulation; P09471; AID 1439; Multiplexed bead flow cytometry, RGS7-Galphao binding; actives lie on both sides; binding response (% of control), % at 10 µM; 220,000 tested, 0.35% active; in the data active = binding response below about 49% or above about 150%; inconclusive = no clear call, values can overlap the other calls; inactive = in between;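 note: fluorescent Galphao held in activated GDP-AlF4 state binding bead-coupled RGS7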
# RGS4-Gao reg = modulates binding of RGS4 to human Galphao; P09471; Multiplexed bead flow cytometry; actives lie on both sides; binding response (% of control), % at 10 µM; 220,000 tested, 0.33% active; AID 1415; in the data active = binding response below about 49% or above about 150%; inactive = in between;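 note: fluorescent Galphao activated with aluminum fluoride binding bead-coupled RGS4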
# ABCB1 inh = human ABCB1 inhibition, ABCG2 as counter-screen; P08183; CCRF-Adr cells, JC-1 efflux, flow cytometry; inhibition, % at 6.6 µM; 190,000 tested, 0.067% active; AID 1326; in the data active = inhibition above about 40%;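 note: 0% = vehicle and 100% = reference inhibitor; higher value means more JC-1 retained so stronger ABCB1 efflux block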
# Mcl1-Noxa inh = disrupts binding of human Mcl-1 to Noxa peptide | inhibition, % at 21.7 µM | AID 1022 | TR-FRET Mcl-1/Noxa peptide binding, 2 h | 220,000 tested, 1.5% active | Q07820;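 active = compounds that cut the protein-peptide binding signal by more than 50% relative to plate controls in a single-dose test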;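 note: His-tagged Mcl-1 with rhodamine Noxa BH3 peptide and terbium anti-His antibody; 0% = Mcl-1 plus Noxa peptide wells and 100% = peptide-only wells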
# * = called active by the depositor; ? = inconclusive; nt = no result given.
SMILES,ABCG2 inh,Mcl-1 Bim block,Mcl1 Bid PPI,GSH bead fluor,RGS8-Gao,Pf gametocyte,Avidin fluor,RGS7-Gao reg,RGS4-Gao reg,ABCB1 inh,Mcl1-Noxa inh
COC(=O)N/N=C/c1ccc(-c2cc(Cl)cc(Cl)c2)o1,6,0,0,12,103,-6,14,100,101,0.4,18
N#Cc1c(/N=C/c2ccco2)sc2c1CCCCC2,0,0,-9,17,101,nt,35,99,99,-0.4,7
COc1ccc(C(=O)Nc2nc3nc(-c4ccccc4)cc(=O)n3[nH]2)cc1,-3,-3,-18,17,101,nt,37,102,105,-0.8,27
Cc1cc(Cl)c(S(=O)(=O)Nc2cccc(O)c2)cc1OCC(N)=O,11,-2,-32,4,103,8,15,101,100,-0.4,6
Cc1cc(=O)oc2c(CN3CCCCC3)c(O)c(Cl)cc12,0,0,8,12,103,nt,33,102,103,-0.1,0
COC(=O)c1ccc(NC(=O)Nc2ccc(OC)cc2)cc1,-3,0,-36,12,98,-25,10,93,98,-1.7,7
O=C(O)COn1c(-c2ccccc2)nc2ccc([N+](=O)[O-])cc21,0,1,15,14,103,-15,9,102,102,-0.8,55*
Cc1cc(NS(=O)(=O)c2ccc(NC(=O)C(C)Oc3ccc4c(C)cc(=O)oc4c3)cc2)no1 (centres undefined),-3,-1,14,15,100,2,8,99,100,0.1,12
CCCSc1nc2c(=O)[nH][nH]c(=O)c2n1Cc1ccccc1,17,2,-8,23,106,nt,6,102,102,0.4,5
COCCNC(=O)CN(c1ccc(C)cc1)S(=O)(=O)c1ccc(SC)cc1,0,1,-11,5,94,nt,6,97,95,0.3,3
O=C(Nc1ccccc1C(F)(F)F)N1CCC(N2CCCCC2)CC1,0,-1,11,22,97,nt,28,96,94,1.2,-2
CCOc1cc(/C=N/NC(=O)C(C)Sc2ccccc2)ccc1O (centres undefined),3,9,-45,23,91,12,10,102,97,0.1,26
Cc1ccc(CCNC(=O)C2CCC(=O)N2C2CCCC2)cc1 (centres undefined),-1,0,-11,12,95,nt,7,98,100,0.1,-15
CCCCN1C(=O)NC(NC(C)=O)(C(F)(F)F)C1=O (centres undefined),0,0,-24,12,100,-5,7,100,100,-0.4,-2
O=C(CCCN1C(=O)/C(=C/c2ccccc2Cl)SC1=S)Nc1ccccn1,-3,-6,4,10,96,nt,6,90,95,-0.2,1
CCOC(=O)CN(c1cccc(C(C)=O)c1)S(C)(=O)=O,13,0,-25,12,100,nt,6,105,104,0.8,5
COc1ccc(CNC(=O)CCNS(=O)(=O)c2ccc(C)cc2)cc1,0,2,30,7,102,nt,8,100,93,0.1,-13
O=C(COc1ccccc1Cl)N1CCCC1,20,-3,-4,25,93,-16,15,74,94,1.0,5
N#CC(C#N)=Cc1ccc(-c2ccc(S(=O)(=O)N=C(N)N)cc2)o1,-8,-9,-20,14,99,14,7,100,100,-1.7,47
CCCOc1ccc(C(C(=O)OCCN(CC)CC)c2ccccc2)cc1 (centres undefined),1,0,16,22,100,16,36,104,101,0.8,24
Cc1cc([N+](=O)[O-])c(C)cc1-c1ccc(/C=N/NC(=O)Cn2nnnc2N)o1,-3,1,53*,9,100,-2,26,101,101,-1.0,55*
COc1ccc(N2CCN(Cc3nnnn3C3CCCCC3)CC2)cc1,0,3,-53,19,101,-12,10,103,100,0.1,0
NC(=O)NC(=O)COC(=O)c1sc2ccccc2c1Cl,nt,nt,-2,nt,102,22,6,?,101,nt,5
c1ccc(-n2ncc3c2ncn2cnnc32)cc1,0,-2,7,12,115,nt,25,105,103,0.0,8
Cc1cc(C)n2nc(SCC(=O)c3cc(C)n(-c4cc(C)on4)c3C)nc2n1,15,-5,6,30,101,nt,13,99,102,0.5,7
CCOc1ccccc1NC=C1C(=O)OC2(CCCCC2)OC1=O,0,0,-4,44,96,-2,25,96,95,0.2,28
S=C(NCCCN1CCOCC1)Nc1ccc(Cl)cc1Cl,3,-9,-65,3,100,16,12,105,101,0.6,-7
Cc1cc(NC(=O)CSc2nnc(-c3ccc(Br)o3)n2Cc2ccccc2)no1,3,1,-18,11,96,nt,8,93,97,1.1,1
COC(=O)c1ccc(NC(=S)N2CCN(Cc3ccccc3Cl)CC2)cc1,3,3,-17,10,117,6,8,111,104,0.2,6
O=C(COc1ccc(Cl)cc1Cl)NNC(=S)NCc1ccco1,-5,1,-99,11,106,-1,14,107,100,-0.9,-15
Cc1cc(-c2ccccc2)c2nncn2n1,4,0,-8,31,98,nt,10,97,96,0.2,12
O=C(COC(=O)c1ccc2c(c1Cl)C(=O)c1ccccc1C2=O)NC1CC1,1,-2,-11,6,103,13,3,97,98,0.3,33
O=C(Nc1ccc2nsnc2c1)N1CCCCC1,2,-4,-6,32,119,nt,2,121,126,0.8,14
CC(C)NCCOCCOc1ccc(Cl)cc1Br,0,-1,-8,13,108,nt,4,98,96,-0.2,17
Cc1ccc(C)c(C(=O)OCC(=O)Nc2ccc(N3CCOCC3)cc2)c1,0,0,-41,17,99,-1,11,95,98,-0.1,-10
CC(C)(C)NC(=O)CSc1nnc(Cc2ccc3c(c2)OCO3)n1C1CCCCC1,7,-3,-5,15,102,nt,15,101,102,4.7,8
O=C(Nc1ccc2ncccc2c1)c1ccccc1Cl,1,1,-22,14,105,nt,12,106,105,-0.1,13
COc1ccccc1N1CCN(C(=S)Nc2cccc(C)c2)CC1,3,0,-54,10,100,-27,10,100,100,-0.2,-7
Cn1c(Oc2ccc(F)cc2F)c(C=O)c2ccccc21,3,-1,-28,15,102,nt,6,104,104,0.9,5
COc1cc2[nH]c(=S)n(N(C(C)=O)C(C)=O)c(=O)c2cc1OC,2,-3,97*,15,97,nt,11,100,96,0.7,8
NS(=O)(=O)c1ccc(CNC(=O)c2cc(-c3ccccc3)nc3ccccc23)cc1,nt,nt,-8,nt,102,1,8,?,102,nt,1
COc1ccc(NC(C)C(=O)N/N=C/c2ccccc2OCc2ccc(Br)cc2)cc1 (centres undefined),6,4,-59,21,95,1,4,92,93,0.8,0
COc1cccc(OCCn2cccc2/C=C2/C(=N)N3OC(C)=CC3=NC2=O)c1,7,0,-16,18,96,12,6,91,96,1.6,8
COc1ccccc1NC(=O)Cn1cnc2c(oc3ccccc32)c1=O,2,-5,-26,18,95,nt,3,102,100,-0.5,2
O=CNCC(=O)NC1CCCCCC1,-5,15,-15,16,98,9,16,99,101,-0.4,-4
CCN(CC)CC(=O)N1CCCC(C(=O)c2ccccc2OC)C1 (centres undefined),-2,0,-8,15,105,-7,11,103,101,-1.0,-1
CC(NS(=O)(=O)c1ccc([N+](=O)[O-])cc1)C(c1cccs1)N1CCOCC1 (centres undefined),4,-2,-8,11,105,4,25,99,104,0.7,8
COc1ccc(-n2cc(C#N)c(=O)n(Cc3ccc(F)cc3)c2=O)cc1,0,0,-19,12,98,2,12,?,98,0.3,13
O=C(Nc1cc(=O)[nH]c2ncnn12)c1ccccc1Cl,16,-2,-10,26,99,-7,12,99,101,0.3,-4
COC(=O)[C@@]1(Cc2ccc(F)cc2)[C@H]2c3cc(C(=O)N(C)C)n(CCc4ccc(OC)c(Br)c4)c3C[C@H]2CN1C(=O)c1ccccc1,8,-2,4,17,103,nt,12,100,102,15,-8
COC(=O)c1sc(S(=O)(=O)NCc2cccs2)c(C(=O)OC)c1C,4,0,7,53,100,8,16,94,94,1.1,-10
COc1ccccc1NC1=C(NC(C)=O)C(=O)c2ccccc2C1=O,0,8,-39,16,100,4,6,107,100,0.1,78*
Cc1c(C(=O)NCC2CCCO2)oc2ccc(S(=O)(=O)N3CCCCC3)cc12 (centres undefined),0,-5,-1,13,101,nt,6,99,100,-0.1,21
CCOC(=O)C1=C(O)/C(=C/c2cc(OC)c(O)c(OC)c2)SC1=Nc1ccc(OC)cc1,2,-1,-4,7,78,-3,1,98,98,3.3,75*
Cn1c2ccc(F)cc2c2ncn(CCN3CCOCC3)c(=O)c21,6,-2,-9,35,99,-1,11,100,101,1.0,12
CN(C)S(=O)(=O)c1ccc(C(=O)Nc2nnc(-c3ccc4c(c3)CCCC4)o2)cc1,-1,0,-29,18,102,nt,5,98,100,-0.6,-91
CC1Cc2ccccc2N1C(=O)CSc1nnc(CSc2ncccn2)n1C (centres undefined),6,-53,-36,43,103,-19,4,103,103,0.0,-19
O=C(CCN1C(=O)C2CC=C(Cl)CC2C1=O)N1CCCCC1 (centres undefined),0,-1,-30,25,96,nt,18,98,97,0.5,-2
Cc1cc(C)nc(NC(=O)CN2C(=O)c3ccccc3C2=O)n1,2,-3,5,29,104,nt,16,103,101,-0.2,-4
Cc1cccc(Nc2ncccc2C(=O)NCc2cccs2)c1C,11,0,6,11,106,-7,9,102,105,0.9,15

# Molecules listed so far that have a CF3 group (two):
SMILES,ABCG2 inh,Mcl-1 Bim block,Mcl1 Bid PPI,GSH bead fluor,RGS8-Gao,Pf gametocyte,Avidin fluor,RGS7-Gao reg,RGS4-Gao reg,ABCB1 inh,Mcl1-Noxa inh
O=C(Nc1ccccc1C(F)(F)F)N1CCC(N2CCCCC2)CC1,0,-1,11,22,97,nt,28,96,94,1.2,-2
CCCCN1C(=O)NC(NC(C)=O)(C(F)(F)F)C1=O (centres undefined),0,0,-24,12,100,-5,7,100,100,-0.4,-2

# Carrying on.
SMILES,ABCG2 inh,Mcl-1 Bim block,Mcl1 Bid PPI,GSH bead fluor,RGS8-Gao,Pf gametocyte,Avidin fluor,RGS7-Gao reg,RGS4-Gao reg,ABCB1 inh,Mcl1-Noxa inh
c1ccc2c(Oc3ccc4c(c3)OCO4)nncc2c1,0,0,2,6,101,nt,8,100,101,0.1,4
Cc1ccc(-c2csc3nnc(SCC(=O)Nc4nsc(-c5ccccc5)n4)n23)cc1,27,-2,-17,34,nt,10,nt,nt,nt,8.2,-25
COc1ccc(C2C(C#N)=C(N)OC3=C2C(=O)CC(C)(C)C3)cc1OC (centres undefined),0,-1,-10,16,102,8,12,99,105,-0.4,12
O=S(=O)(c1cccs1)N1CN(Cc2ccco2)c2nc3ccccc3nc21,nt,nt,4,nt,105,13,6,?,112,nt,24
COc1ccc(-c2cnc3nc(/N=C/N(C)C)nn3c2/N=C/N(C)C)cc1,4,0,9,15,100,-16,13,101,101,0.4,11
COc1ccc(CCNC(=O)C2CCN(C(=O)N(C)C)CC2)cc1OC,1,-2,-18,23,100,-34,17,100,101,0.3,-2
O=C(Cc1cc(=O)[nH]c(=O)[nH]1)N1CCC(Cc2ccccc2)CC1,-2,1,3,25,114,nt,5,114,113,-2.3,8
COc1cc2[nH]c(-c3cccc(F)c3)cc(=O)c2cc1OC,-3,-1,14,18,98,15,10,103,101,-0.2,8
